Bioassay records from PubChem BioAssay.
GoLoco inh red: inhibitors of human Gai1-RGS12 GoLoco interaction (red fluorophore) | P63096 | Gai1:RGS12 GoLoco peptide FP, rhodamine, 10 min | Potency, µM (top dose mostly 61.6 µM), without a hit: top-dose activity, negative = inhibition, most hits filed as inhibitors | hit rate 0.44% among 230,000 | AID 880; active means well fitted inhibition curve with a large enough effect, not every such curve was filed as active; inactive means no such curve, though single readings can be large or run the other way; further: nearly all actives have a fitted effect of over 30% in size; many of its hits are not listed in these tables
Tau FP inhib: inhibitors of human tau fibril formation. K18 P301L tau heparin fibrillization, Alexa594 FP, 6 h. Potency, µM (series often up to 57.7 µM), without a hit: at the top dose activity, negative = inhibition, usual class: inhibitors. hit rate 0.39% among 280,000. AID 1468; further: nearly all actives have a fitted effect of over 55% in size
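Steps: dispense K18 P301L tau (15 uM plus 0.24 uM Alexa 594 tracer, final) in pH 7 sodium acetate; add compound; add heparin (20 uM final); incubate 6 hr, 37 C; add ThT (30 uM final); after 1 hr ambient, read FP.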
L3MBTL1 block: inhibitors of human L3MBTL1; AID 485360; Q9Y468; AlphaScreen L3MBTL1–H3K9me1 peptide binding; Potency, µM (top dose mostly 57.1 µM), inactives show at the highest dose activity, negative = inhibition, usual class: inhibitors; hit rate 0.66% among 230,000; further: nearly all actives have a fitted effect of over 60% in size
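Read-out is AlphaScreen signal from streptavidin donor and nickel chelate acceptor beads (10 ug/mL final each) bridging L3MBTL1 (50 nM) and biotinylated K9-monomethylated H3(1-15) peptide (75 nM), after 30 min compound exposure at room temperature.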
Tau fibril ThT: blocks human tau fibril formation measured by thioflavin T. recombinant tau K18 P301L, heparin-induced fibrillization, ThT fluorescence. Potency, µM (titrated, usually from 57.4 µM), for inactives: top-dose activity, negative = inhibition, usual class: inhibitors. P10636. hit rate 2.1% among 270,000; further: nearly all actives have a fitted effect of over 55% in size
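ThT emission at 510 nm, taken 1 hr after adding 30 uM dye, quantifies aggregates formed when 20 uM heparin acts on human tau K18 P301L for 6 hr at 37 C.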
TRb SRC2 PPI: disrupts binding of human TR beta to SRC2 | P10828 | TRbeta-SRC2 peptide binding, fluorescence polarization; receptor liganded with 1 µM T3 | Potency, µM (top dose mostly 106 µM), inactives show at the highest dose activity change, negative = inhibition, most hits filed as inhibitors | hit rate 0.065% among 280,000 | AID 1469;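 further: plate controls were bound peptide for no effect and peptide without receptor for full effect; nearly all actives have a fitted effect of over 50% in size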
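Human TRb LBD (0.6 uM) plus Texas Red-labeled SRC2 peptide (20 nM), 1uM T3, 5% DMSO, 5 hr at ambient temperature. Decreased polarization (555/632 nm) flags inhibition; data normalized to free and bound peptide controls.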
RECQ1 helicase: RECQ1 (human) helicase inhibition; P46063; RECQ1 DNA unwinding, red fluorescence kinetic read; Potency, µM (series often up to 57.3 µM), for inactives: at the top dose activity, negative = inhibition, actives largely listed as inhibitors; hit rate 0.54% among 240,000; AID 2549;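 further: plate controls were vehicle for no effect and no enzyme for full effect; nearly all actives have a fitted effect of over 30% in size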
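RECQ1T1 50 nM; forked duplex (20 bp + 30-nt ss tails) 200 nM, ATP 2 mM final; pH 8.0, 2 mM MgCl2, 2.5 ug/ml poly(dI-dC); 15 min compound preincubation; discontinuous kinetic read over 2 h at RT.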
TexasRed fluor: alters Texas Red total fluorescence, flagging assay interference; TRb/SRC2 Texas Red total fluorescence interference; Potency, µM (titrated, usually from 106 µM), without a hit: at the top dose fluorescence change, negative = quenching; hit rate 0.29% among 280,000; AID 1479; active means well fitted curve in either direction with a large enough effect; inconclusive means small, poorly fitted or top-dose-only effect
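Flags fluorescent or light-absorbing compounds by total fluorescence, S + 2P, at 555 nm excitation and 632 nm emission. Mixture: 20 nM Texas Red SRC2 peptide, 0.6 uM human TRb LBD, 1 uM T3, 5% DMSO; compound exposure 5 h at ambient temperature.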
JMJD2E inh: JMJD2E (human) inhibition. hit rate 1.6% among 230,000. JMJD2E catalytic domain, FDH-coupled NADH fluorescence (FDH is formaldehyde dehydrogenase). AID 2147. Potency, µM (series often up to 57.1 µM), inactives show at the top dose activity change, negative = inhibition, actives largely listed as inhibitors. B2RXH2; active means well fitted inhibition curve with a large enough effect, not every such curve was filed as active; inconclusive means small, poorly fitted or top-dose-only effect, or another doubt; inactive means no such curve, though single readings can be large or run the other way;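 further: 0% = wells with enzyme and -100% = buffer wells without enzyme; nearly all actives have a fitted effect of over 50% in size; many of its hits are not listed in these tables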
An asterisk follows results filed as active; i = inactive; u = inconclusive; x = no result given; [ ] = remark or other dose. Unless noted, the call rests on the fitted dose curve; in most records, active means well fitted curve in the direction sought with a large enough effect; inconclusive means small, poorly fitted or top-dose-only effect, or another doubt; inactive means no such curve, though single readings can be large; an effect the other way counts as inactive or inconclusive. Unless noted, on the % scale 0 is the no-effect control and ±100 the full control effect; potency means the concentration at half of the fitted maximal effect. This is a subset; rates above refer to the full screens.

[1] CC(Sc1nnnn1C)C(=O)NC1CCCc2ccccc21 (stereo unspecified)
[2] COc1ccc(CC(=O)Nc2cc(C)ccc2O)cc1OC
[3] Cc1ccc2nc(N3CCN(c4ccccc4F)CC3)c(C=O)c(=O)n2c1
[4] CCc1ccc(-c2cn3nc(C)c(C)nc3n2)cc1
[5] COC(=O)CSc1nc(-c2ccccc2)nc2ccccc12
[6] Cc1ccccc1-n1c(/C=C/c2c(C)n(C)c3ccccc23)nc2ccccc2c1=O
[7] CCOC(=O)c1noc2nc(C)n(CC(=O)Nc3ccccc3F)c(=O)c12
[8] Cc1[nH]nc2c1C(C1CC=CCC1)C(C#N)=C(N)O2 (stereo unspecified)
Assay by compound	1	2	3	4	5	6	7	8
GoLoco inh red	4%	6%	1%	72%[activator]	2%	x	x	2%
Tau FP inhib	6%	1%	-2%	u	-12%	4%	-9%	3%
L3MBTL1 block	10%	2%	-12%	-5%	63%[activator]	x	x	x
Tau fibril ThT	1%	-10%	u	u	-6%	-18%	-2%	-13%
TRb SRC2 PPI	-2%	7%	-5%	2%	-2%	4%	9%	1%
RECQ1 helicase	-2%	-2%	-6%	13%	9%	x	x	3%
TexasRed fluor	1%	-1%	-3%	0%	-5%	-17%	-4%	2%
JMJD2E inh	9%	10%	u	28µM*	u	x	x	-10%

[9] COc1ccc(C(C)=O)c(Oc2nc(CN3CCOCC3)nc3scc(-c4cccs4)c23)c1
[10] COc1ccccc1C1CC(=O)Oc2cc(OC)c(OC)c(OC)c21 (stereo unspecified)
[11] COc1ccccc1NC(=S)N1CCN(C/C=C/c2ccccc2)CC1
[12] CCCN1Cc2cccc(C(=O)Nc3ccc(-c4nc5ccccc5[nH]4)cc3)c2C1=O
[13] CCOc1ccc(-n2c(SCC(=O)N3CCc4ccccc43)nnc2-c2c[nH]c3ccccc23)cc1
[14] O=C(O)CC(c1cccc2ccccc12)n1cccc1 (stereo unspecified)
[15] O=C(c1ccoc1)N1CCC2(CC1)Oc1ccc(F)cc1C(=O)C21CC(c2ccccc2)=NO1 (stereo unspecified)
[16] COc1ccccc1NC(=S)NC(=O)C1CC1
Assay by compound	9	10	11	12	13	14	15	16
GoLoco inh red	22%	3%[88.7 µM]	9%	12%	-7%	9%	-2%	6%
Tau FP inhib	1%	-10%[81.3 µM]	5%	-7%	3%	4%	7%	13%
L3MBTL1 block	-2%	1%	-5%	-3%	4%	-17%	x	-2%
Tau fibril ThT	-8%	-5%[81.4 µM]	5%	-2%	-7%	-7%	-12%	-6%
TRb SRC2 PPI	2%	1%	2%	-3%	0%	2%	-1%	5%
RECQ1 helicase	i	i	-2%	8%	-2%	-13%	i	2%
TexasRed fluor	1%	-2%	2%	-1%	-5%	-1%	1%	-4%
JMJD2E inh	3%	x	6%	u	2%	-5%	-1%	4%

[17] COC(Cn1cc(C)c(=O)[nH]c1=O)OC
[18] Cc1ccc2c(c1)[nH]c1c(=O)n(CCN3CCNCC3)cnc12
[19] CCn1c(CSCc2ccc(Cl)cc2)nnc1SCC(=O)Nc1cccc(C(=O)O)c1
[20] O=C(CSc1nc(=O)n(Cc2ccco2)c2c1CCC2)NCc1ccc(F)cc1
[21] Cc1cc(S(=O)(=O)C(CNC(=O)COc2ccccc2)c2cccs2)ccc1F (stereo unspecified)
[22] Cc1cccc(Nc2cc(C)nc3nc(Cc4ccc(Cl)cc4)nn23)c1
[23] CCc1ccc(NC(=O)CSCc2nc(N)nc(Nc3ccccc3CC)n2)cc1
[24] COc1ccc(S(=O)(=O)N2C3CCC2CC(NC(=O)NC2CCCCC2)C3)cc1 (stereo unspecified)
Assay by compound	17	18	19	20	21	22	23	24
GoLoco inh red	-7%	x	-10%	x	x	x	3%	-1%
Tau FP inhib	-14%	0%	10%	-7%	1%	6%	5%	2%
L3MBTL1 block	x	2%	4%	x	x	x	-7%	x
Tau fibril ThT	-10%	-4%	-10%	-2%	-3%	u	-16%	-13%
TRb SRC2 PPI	-9%	-9%	-5%	-1%	-2%	-11%	-4%	-2%
RECQ1 helicase	-17%	-7%	-11%	x	x	x	-11%	-16%
TexasRed fluor	-1%	-2%	1%	1%	-1%	0%	-4%	0%
JMJD2E inh	2%	-3%	5%	x	x	x	16%	-6%

[25] CCOC(=O)C1CCCCN1Cc1ccc(OC)c(OC)c1 (stereo unspecified)
[26] O=C(Nc1ccc(Br)cc1Cl)N1CCOCC1
[27] CC1=C(C)CC(C(=O)N2CCN(C/C=C/c3ccccc3)CC2)C(C(=O)O)C1 (stereo unspecified)
[28] O=C(C1CCCN(Cc2ccccc2Br)C1)N1CCCCC1 (stereo unspecified)
[29] O=C1c2ccccc2NC(c2ccco2)N1O (stereo unspecified)
[30] CC12CCC3c4ccc(O)cc4CCC3C1CCC2=O (stereo unspecified)
[31] O=S(=O)(Cc1ccccc1)N1CCCC(c2nc(-c3ccc(F)cc3)no2)C1 (stereo unspecified)
[32] Cc1cccc(NC(=O)COC(=O)c2ccc([N+](=O)[O-])o2)c1C
Assay by compound	25	26	27	28	29	30	31	32
GoLoco inh red	3%	14%	11%	1%	3%	1%	-6%	6%
Tau FP inhib	3%	-1%	-3%	-3%	7%	-2%	4%	-5%
L3MBTL1 block	5%	-1%	6%	0%	-1%[11.4 µM]	3%	7%	-24%
Tau fibril ThT	3%	u	-4%	-8%	-2%	-2%	-15%	-2%
TRb SRC2 PPI	3%	9%	-1%	-12%	-1%	-14%	4%	2%
RECQ1 helicase	-5%	i	20%	-4%	-15%	0%	-18%	i
TexasRed fluor	-1%	0%	4%	-2%	2%	0%	0%	-1%
JMJD2E inh	u	13%	3%	-27%	u	-13%	1%	-12%

[33] O=C(N/N=C/c1ccc2c(c1)OCO2)C(=O)Nc1ccc2ccccc2c1
[34] O=C(c1cc2c(=O)n3ccccc3nc2s1)N1CCc2ccccc2C1
[35] CCc1ccc(NSc2ccccc2[N+](=O)[O-])cc1
[36] CCOC(=O)C1=C(C)N(C)C(C)=C(C(=O)OCC)C1c1ccc(C(=O)OC)cc1
[37] Cc1ccc(OCCN2C(=O)C(=O)c3cc(C)ccc32)cc1
[38] CCn1cc(S(=O)(=O)c2cccc(C)c2)c(=O)c2cc(F)c(N3CCN(c4ccccc4)CC3)cc21
[39] C/C(=N\NC(=O)c1ccc([N+](=O)[O-])c(C)c1)c1ccccc1Cl
[40] CCN(CC)CCNC(=O)C1CCCCN1S(=O)(=O)c1cccc([N+](=O)[O-])c1 (stereo unspecified)
Assay by compound	33	34	35	36	37	38	39	40
GoLoco inh red	-2%	19%	-6%	13%	10%	x	9%	-7%
Tau FP inhib	1%	2%	2%	6%	11%	5%	4%	8%
L3MBTL1 block	8%	4%	u	x	-8%	x	2%	x
Tau fibril ThT	-15%	u	u	-15%	u	-11%	-14%	-3%
TRb SRC2 PPI	-5%	-3%	5%	1%	-4%	2%	-1%	2%
RECQ1 helicase	i	i	-11%	-10%	i	x	0%	-2%
TexasRed fluor	-2%	-2%	1%	-6%	-1%	1%	-2%	3%
JMJD2E inh	7%	u	-6%	-1%	-4%	x	6%	-3%

[41] CC(C)NC(=O)c1ccc(COCC(F)(F)C(F)F)cc1
[42] CN(C)/C=N/S(=O)(=O)c1ccc(Cl)c(Cl)c1
[43] c1cnc(N2CC[N+]3(CCCC3)CC2)nc1
[44] COc1ccc(-c2nnc3ccc(SC(C(C)=O)C(C)=O)nn23)cc1OC
[45] O=C(NCCOc1ccccc1Cl)c1ncn[nH]1
Assay by compound	41	42	43	44	45
GoLoco inh red	-33%	-12%	-5%	16%	15%
Tau FP inhib	-11%	-6%	-1%	-1%	-7%[2.34 µM]
L3MBTL1 block	x	-7%	4%	2%	-1%
Tau fibril ThT	5%	-4%	-2%	-6%	-11%
TRb SRC2 PPI	-14%	-7%	-2%	-1%	-3%
RECQ1 helicase	i	1%	-7%	3%	-8%
TexasRed fluor	3%	-5%	2%	-13%	-2%
JMJD2E inh	-1%	-6%	u	u	-4%
